MIN6 prolif – MIN6 beta-cell proliferation induction | MIN6 cells proliferation, ATPlite luminescence, 48 h; cells starved in 0.2% serum; 100% = growth in 10% serum | proliferation, % at 10 µM | actives 0.29% (n = 330,000) | AID 2380;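 active = compounds whose signal lies at least 3.5 SD above the mean of all wells on their plate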;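 also: 0% = DMSO-treated cells in low-serum medium and 100% = 10% serum control; some compounds called inactive have numbers as strong as hits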
APOBEC3G inh – inhibitors of human APOBEC3G DNA deaminase | Q9HC16 | recombinant A3G, ssDNA deamination FAM/TAMRA fluorescence | inhibition, % at 20 µM | actives 0.28% (n = 330,000);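 active = inhibition of at least 40% at 20 µM, with no more than 30% in the related APOBEC3A deaminase screen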;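 also: plate controls were DMSO wells with A3G for no effect and wells lacking A3G enzyme for full effect; some compounds called inactive have numbers as strong as hits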
Target sequence (Q9HC16 whole entry, looked up): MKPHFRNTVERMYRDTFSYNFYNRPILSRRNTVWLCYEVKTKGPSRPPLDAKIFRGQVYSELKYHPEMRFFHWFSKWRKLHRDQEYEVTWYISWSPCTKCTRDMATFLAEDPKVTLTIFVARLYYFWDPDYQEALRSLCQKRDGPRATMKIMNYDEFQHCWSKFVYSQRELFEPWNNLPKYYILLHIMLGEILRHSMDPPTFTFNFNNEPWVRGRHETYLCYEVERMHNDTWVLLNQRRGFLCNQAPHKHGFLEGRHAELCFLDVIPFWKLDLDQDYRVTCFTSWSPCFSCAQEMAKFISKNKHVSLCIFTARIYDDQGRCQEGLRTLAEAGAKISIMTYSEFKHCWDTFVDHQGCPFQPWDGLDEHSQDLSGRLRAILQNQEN
MPTP block – inhibitors of mitochondrial permeability transition pore. isolated mouse mitochondria, Ca2+ swelling absorbance, 30 min. inhibition, % at 10 µM. AID 602449. actives 1.4% (n = 360,000);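 active = inhibition of 50% or more, scaled per plate between neutral and stimulator controls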;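 also: 0% = DMSO wells given calcium and 100% = 1 mM EGTA wells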
ATG4B inh – blocks human ATG4B protease cleavage of LC3 substrate | AID 504462 | actives 0.51% (n = 340,000) | ATG4B cleavage of LC3-PLA2, NBD-HPC fluorescence, 1 h | inhibition, % at 8.33 µM; in the data active = inhibition above about 40%
Target sequence (Q9Y4P1 whole entry, looked up): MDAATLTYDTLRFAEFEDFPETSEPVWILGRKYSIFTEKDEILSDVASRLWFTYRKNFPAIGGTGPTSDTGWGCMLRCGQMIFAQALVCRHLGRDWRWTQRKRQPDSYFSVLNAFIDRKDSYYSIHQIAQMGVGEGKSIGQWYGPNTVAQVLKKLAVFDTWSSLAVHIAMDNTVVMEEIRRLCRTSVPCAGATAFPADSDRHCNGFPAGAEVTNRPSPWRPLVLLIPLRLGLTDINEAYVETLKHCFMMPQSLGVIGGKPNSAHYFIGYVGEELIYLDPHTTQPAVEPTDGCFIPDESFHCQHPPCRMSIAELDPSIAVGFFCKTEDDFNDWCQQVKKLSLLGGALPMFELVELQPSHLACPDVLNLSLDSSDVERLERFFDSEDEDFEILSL
mIAP block – blocks mouse intestinal alkaline phosphatase | purified mouse IAP, CDP-Star luminescence, 30 min | inhibition, % at 10 µM | actives 0.2% (n = 330,000) | AID 2806;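 active = inhibition of at least 40% at 10 µM in the primary screen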;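 also: plate controls were DMSO with enzyme for no effect and no enzyme wells for full effect; values of inactives mirror those of a sister screen read the other way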
mIAP act – mouse IAP activation; muIAP, CDP-Star luminescence, 30 min; stronger effect = higher value; 1 = vehicle-only enzyme signal, 0 = enzyme-free wells; activation factor at 10 µM; actives 0.24% (n = 330,000);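 active = activation factor of at least 2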; also: the source names both 10 and 20 µM as test concentration; values of inactives mirror those of a sister screen read the other way
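System: Mouse IAP enzyme | Also added: CDP-Star substrate | Dosing: Compounds dispensed in DMSO | Schedule: 30 min enzyme-substrate-compound incubation at room temperature | Technique: Chemiluminescence readout | Control set: DMSO-only wells and no-enzyme negative control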
hIAP act – increases human intestinal alkaline phosphatase activity; actives 0.16% (n = 330,000); activation factor at 10 µM; purified human IAP, CDP-Star luminescence, 30 min; stronger effect = higher value; 1 = vehicle-only enzyme, 0 = enzyme-free background; AID 2524; P09923;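 active = activation factor of the enzyme at least 2-fold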; also: the source names both 10 and 20 µM as test concentration; values of inactives mirror those of a sister screen read the other way
hIAP inh – blocks human intestinal alkaline phosphatase; actives 0.12% (n = 330,000); purified IAP, CDP-Star luminescence, 30 min; AID 2544; inhibition, % at 10 µM;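 active = inhibition reaching a set limit with compound at 10 µM in the primary screen, cut at about 35% in these data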;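 also: plate controls were DMSO wells with enzyme for no effect and no-enzyme buffer wells for full effect; values of inactives mirror those of a sister screen read the other way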
A3A deaminase – blocks human APOBEC3A ssDNA deamination | P31941 | recombinant A3A, FAM/TAMRA ssDNA deamination fluorescence | inhibition, % at 20 µM | actives 0.41% (n = 330,000) | AID 493011;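 active = at least 40% inhibition at 20 µM here, with at most 30% in a related deaminase screen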;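 also: plate controls were A3A with DMSO for no effect and wells lacking A3A enzyme for full effect; some results filed as inactive read as strong as hits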
Target sequence (P31941 whole entry, looked up): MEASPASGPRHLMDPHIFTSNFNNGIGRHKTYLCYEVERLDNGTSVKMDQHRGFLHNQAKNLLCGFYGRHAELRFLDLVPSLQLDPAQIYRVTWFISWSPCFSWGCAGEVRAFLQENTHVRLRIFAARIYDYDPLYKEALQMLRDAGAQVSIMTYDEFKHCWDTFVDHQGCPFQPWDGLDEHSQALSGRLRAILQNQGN
Active calls of the source: *; · = not tested or not shown. Random draw from the library; about 3.3% have a hit in one of these screens.

SMILES	MIN6 prolif	APOBEC3G inh	MPTP block	ATG4B inh	mIAP block	mIAP act	hIAP act	hIAP inh	A3A deaminase
CC(C)(C)NC(=O)CSc1nnc(NC(=O)CCn2cnc3ccccc3c2=O)s1	-3.0	-6.4	-1.4	-11.4	-2.1	1.02	1.35	-35.5	-8.0
Cc1cc(C)n(-c2cc(C(C)(C)C)nc3c(-c4ccc(Cl)cc4)cnn23)n1	-6.8	-7.5	1.2	-0.9	10.3	0.897	0.969	3.1	-2.4
CC[C@]1(c2ccccc2OC)ON(c2ccccc2C(F)(F)F)C1=O	-7.5	1.1	·	8.4	-0.3	1	0.995	0.5	2.1
CC[C@]12CCCN3CCc4c(n(c5ccccc45)C(=O)C1)[C@@H]32	3.7	-5.8	-1.9	-13.6	9.3	0.907	0.997	0.3	-2.0
Cc1ccc(S(=O)(=O)N(C)CC(=O)OCC(=O)Nc2ccccc2)cc1	-3.2	-3.9	0.4	-6.0	-11.0	1.11	1.09	-9.0	-5.6
O=C(N/N=C\c1ccc(-c2ccc([N+](=O)[O-])cc2)o1)c1ccc2c(c1)OCO2	0.0	-2.1	3.3	-12.6	12.6	0.874	0.716	28.4	1.5
CCOC(=O)c1[nH]c2ccc(F)cc2c1NC(=O)CCN1CCOCC1	-1.1	-3.6	-0.3	-5.8	2.5	0.975	1.02	-1.6	0.3
Cc1ccc(C)c(N(CC(=O)NC2CCCC2)C(=O)c2cc3cc4cccc(C)c4nc3s2)c1	-4.9	-2.4	2.8	-6.9	5.1	0.949	0.89	11.0	-0.3
Cc1ccccc1NC1=C(Cl)C(=O)N(C2CCCCC2)C1=O	-4.9	-4.1	0.7	30.0	8.4	0.916	1.04	-3.7	-0.1
COc1ccc(C(=O)Nc2ccc(C3(C#N)CCCC3)cc2)cc1OC	-3.1	-3.9	0.7	-5.2	-13.6	1.14	0.983	1.7	-4.3
CC(C)(C)c1cc(-n2ccnc2)n2ncc(-c3ccc(Cl)cc3)c2n1	-5.7	-8.2	-0.4	2.7	4.5	0.955	0.993	0.7	-0.7
COc1ccccc1OCC(=O)NN=C(Cc1ccccc1)Cc1ccccc1	-1.0	-4.4	-1.3	-2.0	14.6	0.854	1.19	-18.6	-2.2
Cc1cccc(/C=N/n2c(-c3ccccc3)n[nH]c2=S)c1O	-2.8	28.3	0.2	0.7	-2.8	1.03	1.06	-5.9	-4.5
O=C(C1CC(c2ccccc2O)=NO1)N1CCCCC1 (stereo not given)	-3.2	-3.5	0.8	-6.4	-7.1	1.07	1.02	-2.5	1.8
O=C(Nc1ccccc1F)c1ccn[nH]1	-3.2	-12.1	-1.7	-8.6	2.1	0.979	0.977	2.3	-1.4
C=CCN(Cc1ccco1)S(=O)(=O)c1ccc(Cl)cc1	3.9	-8.4	-0.8	4.6	6.3	0.937	1.12	-11.9	-3.8
N#Cc1ccccc1NS(=O)(=O)c1cc2c3c(c1)CCN3C(=O)CC2	-2.4	-5.8	-1.5	1.3	2.4	0.976	0.989	1.1	-1.5
Clc1ccc(Cn2ncc3c(NCc4ccccc4)ncnc32)cc1	-1.4	-4.3	-0.2	-12.5	-1.4	1.01	0.887	11.3	-3.4
Cc1[nH]n(-c2ccc([N+](=O)[O-])cc2)c(=O)c1C=NCCN1CCN(C(=O)c2ccc(F)cc2)CC1	-3.0	-3.5	0.1	16.0	-2.8	1.03	0.937	6.3	-1.7
COc1ccc(OC)c(CN2CCN(C(=O)CCC(=O)c3cccs3)CC2)c1	-2.7	-4.9	-0.7	-7.0	-3.9	1.04	0.803	19.7	-1.5

3 entries already listed, ordered by the value under hIAP inh, smallest number first:
Compound | hIAP inh
CCOC(=O)c1[nH]c2ccc(F)cc2c1NC(=O)CCN1CCOCC1 | -1.6
COc1ccc(C(=O)Nc2ccc(C3(C#N)CCCC3)cc2)cc1OC | 1.7
O=C(Nc1ccccc1F)c1ccn[nH]1 | 2.3

(more compounds)
SMILES	MIN6 prolif	APOBEC3G inh	MPTP block	ATG4B inh	mIAP block	mIAP act	hIAP act	hIAP inh	A3A deaminase
Cc1ccc(NC(=S)NC2CCN(Cc3ccccc3)CC2)c(C)c1	0.0	-7.0	6.1	-10.3	-6.0	1.06	1.22	-21.7	-6.3
COc1ccc(CCC(=O)OCC(=O)NC(=O)c2ccc(Cl)cc2)cc1	-2.3	-4.4	-0.1	2.0	-11.9	1.12	1.15	-15.3	-2.0
CC(C)c1ccc(NC2CCCN(C(=O)c3cnc4ccccn4c3=O)C2)cc1 (stereo not given)	-2.3	-3.8	-0.2	4.5	-4.0	1.04	0.95	5.0	-3.9
COC(=O)Nc1ccc(SCC(=O)c2cccc([N+](=O)[O-])c2)cc1	-2.9	-9.0	1.2	-13.4	1.5	0.985	1.27	-26.6	-5.5
O=[N+]([O-])c1ccc(-c2cnc(NO)nc2)cc1	-3.4	-5.0	1.9	27.3	9.8	0.902	1.13	-13.0	1.5
CCCOc1ccc(N2C(=O)CC(S/C(N)=N/N=C(\C)c3cccs3)C2=O)cc1 (stereo not given)	-2.2	-6.0	3.0	-4.7	-0.9	1.01	1.05	-5.1	-2.5
O=C(Nc1ccc(F)cc1F)N1CCCN(c2ccc(C(F)(F)F)cn2)CC1	-1.0	10.2	1.8	-2.9	-0.7	1.01	1.03	-3.1	0.4
Cc1ccc(S(=O)(=O)CCN2CCC(n3cccc3)CC2)cc1	-0.9	4.9	1.9	-4.5	3.2	0.968	1.1	-10.3	3.5
CN(CCOc1ccccc1)C(=O)c1cc(-c2ccco2)nc2ccccc12	-1.1	22.1	-0.6	3.5	11.8	0.882	0.905	9.5	38.9
CCS(=O)(=O)n1nc(-c2ccc(OC)cc2)nc1N	-1.6	-8.1	-1.1	-5.2	1.5	0.985	1.12	-11.7	-3.8
COc1ccc(C(=O)COc2ccc3ccc(=O)oc3c2)c(OC)c1	-0.2	-3.0	-0.9	0.0	7.5	0.925	0.746	25.4	1.5
O=C(NNC1CC(=O)N(c2ccc3c(c2)OCCO3)C1=O)c1ccccc1 (stereo not given)	-0.2	-4.6	-1.2	6.0	4.5	0.955	0.997	0.3	1.9
Cc1cc(C)n(C(=O)c2ccc(C)c(Br)c2)n1	-4.4	-5.4	-1.2	4.0	-0.4	1	0.938	6.2	0.5
COc1cccc(C2N(c3ccc(Cl)c(Cl)c3)C(=O)C3CCCN32)c1OC (stereo not given)	-2.1	-2.1	-0.2	-16.5	3.2	0.968	0.976	2.4	-2.0
CC(C)OP(=O)(c1ccc(N(C)C)cc1)C(Nc1ccccc1)c1ccccc1 (stereo not given)	-1.5	-1.9	4.6	-12.4	-0.7	1.01	0.986	1.4	-0.6
CCOc1ccc(/C=N/Nc2ccc(Cl)nn2)c(O)c1	-3.4	-5.6	-2.1	-3.6	1.0	0.99	1.34	-33.6	-4.0
CC(C)N(C(=O)CSc1nnc(-c2ccc3c(c2)OCO3)n1C)C(C)C	-0.5	-4.3	-4.0	-8.0	8.2	0.918	0.932	6.8	-1.3
O=C(NCCCN1CCOCC1)c1cc2cc(Br)ccc2oc1=O	4.0	-1.8	-0.6	-0.1	-9.9	1.1	0.844	15.6	1.0
O=C(/C=C/C=C/c1ccccc1)c1ccco1	-6.7	-1.4	0.4	5.8	2.9	0.971	0.997	0.3	0.8
Cc1cc(Nc2ccccc2)n2nc(C)c(-c3ccccc3)c2n1	-2.8	-7.9	-0.7	-1.5	10.4	0.896	0.909	9.1	-3.3
Cc1ccccc1CN(c1ccc(C(=O)N2CCCC2)cc1)S(C)(=O)=O	-2.1	-4.3	-1.9	3.6	3.1	0.969	1.18	-18.4	-1.1
Cc1ccc(-c2nc3ccccc3s2)cc1NC(=O)c1cc(-n2cnnc2)ccc1Cl	-2.0	-0.7	1.5	7.5	-3.9	1.04	1.01	-0.9	-4.4
CCc1ccc(N2CC(C(=O)Nc3ccc(F)cc3)CC2=O)cc1 (stereo not given)	0.0	-6.7	0.2	-4.7	-5.3	1.05	1.13	-13.0	-2.4
N/C(=N\O)c1cccc(CS(=O)(=O)c2ccccn2)c1	-0.3	-5.2	1.6	3.0	8.2	0.918	1.06	-6.3	0.6
CSCc1nc2sc(C(=O)Nc3nc(C)cs3)c(C)c2c(=O)[nH]1	-0.5	9.1	-1.6	0.3	41.5*	0.585	0.923	7.7	5.1
CCOC(=O)C1CCN(S(=O)(=O)CCNC(=O)c2cccc(OC)c2)CC1	-2.6	1.0	-0.9	-3.2	-4.6	1.05	0.956	4.4	2.2
CC(=O)Nc1ccc(S(=O)(=O)NCc2ccc(C(=O)NCc3ccc4c(c3)OCO4)cc2)cc1	-1.6	-3.7	-2.6	-15.2	-2.7	1.03	0.812	18.8	-1.5
OCCC1CN(Cc2ccc3nsnc3c2)CCN1C1CCCC1 (stereo not given)	-1.6	-1.8	2.1	15.9	-9.6	1.1	0.977	2.3	1.8
CCOc1ccc(-c2nnc(SCC(=O)N3CCCC3)o2)cc1	0.0	-11.0	0.1	4.9	5.0	0.95	0.943	5.7	-5.8
COc1ccc(-c2noc(-c3ccoc3C)n2)cc1OC	3.6	-0.8	-0.1	-5.2	-8.3	1.08	1.08	-7.8	1.9
CCn1c(SCC(=O)N2CCCc3ccccc32)nc2ccccc2c1=O	-1.1	-5.6	6.9	-4.0	-2.2	1.02	1.06	-6.1	-0.4
Cc1cc(Nc2cccc(Cl)c2)nc(N2CCOCC2)n1	-1.3	4.5	2.3	-5.0	-23.3	1.23	0.959	4.1	16.3
O=C(CSc1nccn1-c1ccc(F)cc1)NCc1ccc2c(c1)OCO2	1.1	-6.7	-1.8	-3.4	-5.3	1.05	1.06	-5.6	-1.4
Cc1ccc(/C=C/C(=O)Nc2ccc(O)c3c(=O)cc(-c4ccccc4Cl)oc23)cc1	0.9	-16.5	0.7	9.9	-3.6	1.04	1.05	-4.7	-6.6
O=C(CCNC(=O)C1CCN(S(=O)(=O)c2ccc(F)cc2)CC1)NCCc1ccc(Cl)cc1	0.1	-2.2	1.9	-6.8	-7.8	1.08	1.14	-13.9	-4.4
CCOC(=O)c1nnn(-c2nonc2N)c1-c1ccc(OCC)cc1	-0.5	-7.4	-0.8	1.9	0.0	1	0.985	1.5	-2.3
COc1ccc(C2CC(=O)N3CN(c4ccccc4F)CSC3=C2C#N)cc1OC (stereo not given)	-3.9	46.2*	-1.3	-6.4	-4.5	1.04	0.962	3.8	-3.0
COc1ccc(NC(=O)CSc2nc3[nH]c(=O)cc(O)c3s2)cc1OC	-4.7	-8.1	-0.3	-8.2	9.3	0.907	0.89	11.0	-1.6
Cc1cc(C)n(-c2nc3ccccc3n3c(C)nnc23)n1	1.1	-1.3	-1.1	-0.2	-7.4	1.07	1.23	-23.1	26.2

An excerpt from above in order of SMILES length, lowest first.
SMILES	MIN6 prolif	APOBEC3G inh	MPTP block	ATG4B inh	mIAP block	mIAP act	hIAP act	hIAP inh	A3A deaminase
Cc1cc(Nc2cccc(Cl)c2)nc(N2CCOCC2)n1	-1.3	4.5	2.3	-5.0	-23.3	1.23	0.959	4.1	16.3
CCOc1ccc(-c2nnc(SCC(=O)N3CCCC3)o2)cc1	0.0	-11.0	0.1	4.9	5.0	0.95	0.943	5.7	-5.8
COc1ccc(NC(=O)CSc2nc3[nH]c(=O)cc(O)c3s2)cc1OC	-4.7	-8.1	-0.3	-8.2	9.3	0.907	0.89	11.0	-1.6

Compound activity as filed in PubChem BioAssay.
